Source: PubChem
FadD28 binding = inhibitors of FadD28 bisubstrate probe binding, primary screen, biochemical, fluorescence polarization, single point. Mycobacterium tuberculosis FadD28 fatty-acid-AMP ligase. inhibition, % at 12.5 µM. 360,000 tested, 0.22% active; in the data active = inhibition above about 8.5%, passing the limit was not always enough
UGM FP inh = M. tuberculosis UGM enzyme inhibitors, primary screen, biochemical, fluorescence polarization, single point. UDP-galactopyranose mutase (Mycobacterium tuberculosis (strain ATCC 25618 / H37Rv)), …. purified UGM, fluorescence polarization probe displacement. inhibition, % at 10 µM. 320,000 tested, 0.06% active; in the data active = inhibition above about 10%, passing the limit was not always enough
Target sequence (P9WIQ1 whole entry, looked up): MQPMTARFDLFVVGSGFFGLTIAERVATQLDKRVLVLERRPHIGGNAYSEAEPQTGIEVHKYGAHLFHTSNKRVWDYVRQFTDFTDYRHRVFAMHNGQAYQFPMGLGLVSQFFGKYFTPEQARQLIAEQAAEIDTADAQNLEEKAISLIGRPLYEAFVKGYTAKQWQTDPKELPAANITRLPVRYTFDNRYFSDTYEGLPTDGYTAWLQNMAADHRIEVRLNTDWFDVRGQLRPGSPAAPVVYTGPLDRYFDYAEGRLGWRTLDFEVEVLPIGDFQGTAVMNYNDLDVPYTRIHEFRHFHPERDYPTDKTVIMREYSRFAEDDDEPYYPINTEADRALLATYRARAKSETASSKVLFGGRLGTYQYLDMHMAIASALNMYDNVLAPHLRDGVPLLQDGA
BioA inh = M. tuberculosis BioA enzyme inhibitors, primary screen, biochemical, plate reader, single point, HTS. 7,8-diaminopelargonic acid synthase BioA (Mycobacterium tuberculosis). 360,000 tested, 0.096% active. AID 602481, 2012. purified M. tuberculosis BioA enzyme. inhibition, % at 9.99 µM; in the data active = inhibition above about 40%
PfHsp40 yeast = rescue of yeast from PfHsp40 toxicity, primary screen, S. cerevisiae, ATP luminescence | S. cerevisiae expressing PfHsp40, growth rescue | growth rescue, % at 12.5 µM | 340,000 tested, 0.68% active | AID 504582, 2011; in the data active = growth rescue above about 28%, passing the limit was not always enough;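 note: yeast W303a lacking pdr1 and pdr3 grown in galactose medium; growth measured after three days at 30 °C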
GDH-TPI counter = GDH-TPI coupling enzyme inhibitors, primary screen, artefact control for M. tuberculosis FBA inhibitor project, biochemical, absorbance, full deck; GDH-TPI coupled enzyme counterscreen, NADH absorbance; inhibition, % at 4.8 µM; AID 588335, 2011; 360,000 tested, 1.2% active; in the data active = inhibition above about 30%;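 note: 0% = DMSO wells and 100% = wells lacking the enzyme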
Vc quorum ag = inducers of Vibrio cholerae quorum light production without autoinducers, primary screen, BH1578 luxS cqsA deficient, single point | V. cholerae BH1578 lux reporter, luminescence, 6 h | activation, % at 18.7 µM | 350,000 tested, 0.16% active; in the data active = activation mostly above about 9.7%, no sharp cut-off; note: not every result past the cut was called active; inactives centre near 0; reference of the scale not given here
FBA Mtb inh = Mtb FBA enzyme inhibitors, primary screen, biochemical, fluorescence, strain H37Rv. inhibition, % at 1 µM. AID 588726, 2011. 360,000 tested, 2.3% active. purified M. tuberculosis FBA, fluorescence read-out; in the data active = inhibition above about 27%;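 note: 0% = vehicle and 100% = reference inhibitor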
Target sequence (P9WQA3 whole entry, looked up): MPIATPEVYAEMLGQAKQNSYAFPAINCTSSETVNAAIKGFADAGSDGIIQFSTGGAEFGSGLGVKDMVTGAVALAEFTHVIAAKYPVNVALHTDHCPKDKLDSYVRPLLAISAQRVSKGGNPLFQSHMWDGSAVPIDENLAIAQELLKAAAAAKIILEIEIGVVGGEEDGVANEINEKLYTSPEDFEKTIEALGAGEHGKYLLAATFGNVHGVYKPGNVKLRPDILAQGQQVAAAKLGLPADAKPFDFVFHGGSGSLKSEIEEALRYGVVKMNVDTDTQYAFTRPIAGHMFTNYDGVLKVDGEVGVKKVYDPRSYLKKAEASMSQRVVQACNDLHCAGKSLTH
TcdB GH inh = TcdB glycohydrolase inhibitors, primary screen, biochemical, single point, plate reader. Toxin B (Clostridioides difficile), P18177. TcdB glycohydrolase enzymatic assay. inhibition, % at 9.99 µM. 350,000 tested, 0.24% active; in the data active = inhibition above about 10%
Yp Topo-I inh = Yersinia pestis topoisomerase I inhibitors, primary screen, biochemical, cleavage product accumulation, plate reader, single point. DNA topoisomerase I (Yersinia pestis CO92). Y. pestis Topo-I cleavage product accumulation. activity, % at 10 µM. 360,000 tested, 0.064% active. AID 504884, 2011; in the data active = activity above about 50%, passing the limit was not always enough; note: inactives centre near 2
* hit, by the source's call; & = joins results of further samples.

The first 3 entries, ahead of the listing:
Results for CNS(=O)(=O)c1cccc(C(=O)OCc2cc(C(C)=O)ccc2OC)c1 ?
FadD28 binding: -3.2; UGM FP inh: -3.9; PfHsp40 yeast: -0.6; GDH-TPI counter: -6; Vc quorum ag: 0.5; FBA Mtb inh: 1; TcdB GH inh: 0.5; Yp Topo-I inh: 8

What do the screens show for `O=[N+]([O-])c1ccc(CSC2=NCCS2)cc1`?
FadD28 binding: -3.0; UGM FP inh: -1.4; BioA inh: 0.7; PfHsp40 yeast: 1.0; GDH-TPI counter: -1; Vc quorum ag: 0.2; FBA Mtb inh: 4; TcdB GH inh: 0.9; Yp Topo-I inh: -1

How did CCc1cccc(CC)c1N1C(=O)CSCC1=O do in these assays?
FadD28 binding: -2.0; BioA inh: -1.2; GDH-TPI counter: 11; Vc quorum ag: inactive; FBA Mtb inh: 1; TcdB GH inh: -0.8; Yp Topo-I inh: -1

All compounds of this part (from the top)
Results for CNS(=O)(=O)c1cccc(C(=O)OCc2cc(C(C)=O)ccc2OC)c1 ?
FadD28 binding: -3.2; UGM FP inh: -3.9; PfHsp40 yeast: -0.6; GDH-TPI counter: -6; Vc quorum ag: 0.5; FBA Mtb inh: 1; TcdB GH inh: 0.5; Yp Topo-I inh: 8

What do the screens show for `O=[N+]([O-])c1ccc(CSC2=NCCS2)cc1`?
FadD28 binding: -3.0; UGM FP inh: -1.4; BioA inh: 0.7; PfHsp40 yeast: 1.0; GDH-TPI counter: -1; Vc quorum ag: 0.2; FBA Mtb inh: 4; TcdB GH inh: 0.9; Yp Topo-I inh: -1

How did CCc1cccc(CC)c1N1C(=O)CSCC1=O do in these assays?
FadD28 binding: -2.0; BioA inh: -1.2; GDH-TPI counter: 11; Vc quorum ag: inactive; FBA Mtb inh: 1; TcdB GH inh: -0.8; Yp Topo-I inh: -1

What do the screens show for `CCOc1ccc(NC(=O)C/C(N)=N/O)cc1`?
FadD28 binding: -1.4; UGM FP inh: -1.1; BioA inh: -0.3; PfHsp40 yeast: 0.4; GDH-TPI counter: 7; Vc quorum ag: inactive; FBA Mtb inh: 0; Yp Topo-I inh: 3

How did Cc1[nH]c(=O)[nH]c(=O)c1S(=O)(=O)Nc1ccc(F)cc1F do in these assays?
FadD28 binding: -4.0; UGM FP inh: -3.1; BioA inh: -2.5; PfHsp40 yeast: -0.3; GDH-TPI counter: -6; Vc quorum ag: -1.3; FBA Mtb inh: 0; TcdB GH inh: 1.0; Yp Topo-I inh: 1

How did CC1CN(C(=O)Nc2ccc3c(c2)OCO3)CC(C)O1 (stereo not drawn) do in these assays?
FadD28 binding: -0.6; UGM FP inh: 0.4; BioA inh: -2.1; PfHsp40 yeast: -0.1; GDH-TPI counter: 9; Vc quorum ag: -0.2; FBA Mtb inh: 2; Yp Topo-I inh: -5

What do the screens show for `O=C(Cn1[nH]c(=O)c2ccccc2c1=O)NCCN1C(=O)S/C(=C\c2ccccc2)C1=O`?
FadD28 binding: -1.7; UGM FP inh: -1.1; BioA inh: 0.4; PfHsp40 yeast: -1.8; GDH-TPI counter: 27; Vc quorum ag: -0.7; FBA Mtb inh: 0; TcdB GH inh: 0.2; Yp Topo-I inh: 17

How did O=c1[nH]c(/C=C/c2ccccc2OC(F)F)nc2c1cnn2-c1ccccc1 do in these assays?
FadD28 binding: -2.7; UGM FP inh: 0.7; PfHsp40 yeast: -1.2; GDH-TPI counter: 7; Vc quorum ag: inactive; FBA Mtb inh: 0; TcdB GH inh: 0.3; Yp Topo-I inh: 11

How did Cc1ccc(C)c(-n2nnnc2Sc2nc([N+](=O)[O-])nn2C)c1 do in these assays?
FadD28 binding: -0.3; BioA inh: -1.8; PfHsp40 yeast: 0.5; GDH-TPI counter: -4; Vc quorum ag: -0.6; FBA Mtb inh: -1; Yp Topo-I inh: -5

Results for CCCCC(=O)N(C)c1c(CC)nc2c(OCC3CCCCC3)cccn12 ?
FadD28 binding: -3.1; BioA inh: 4.0; GDH-TPI counter: 8; Vc quorum ag: -0.6; FBA Mtb inh: 1; TcdB GH inh: -11; Yp Topo-I inh: 17

Results for O=S(=O)(/C=C/c1ccccc1)N1CCN(c2ccccc2)CC1 ?
FadD28 binding: -1.9; UGM FP inh: -1.4; BioA inh: -0.2; PfHsp40 yeast: -0.9; GDH-TPI counter: 3; Vc quorum ag: 4.5; FBA Mtb inh: 1; Yp Topo-I inh: 25

What do the screens show for `O=C(O)Cc1ccc2oc(-c3cccnc3)nc2c1`?
FadD28 binding: 0.3; UGM FP inh: -0.8; BioA inh: 0.0; PfHsp40 yeast: -0.9; GDH-TPI counter: 0; Vc quorum ag: inactive; FBA Mtb inh: 2; TcdB GH inh: 0.8; Yp Topo-I inh: 1

How did COc1ccc(N(C(=O)c2ccccc2C)S(=O)(=O)c2cccs2)cc1 do in these assays?
FadD28 binding: -2.8; UGM FP inh: -0.6; PfHsp40 yeast: -0.5; GDH-TPI counter: 11; Vc quorum ag: -0.2; FBA Mtb inh: 2; Yp Topo-I inh: 10

Results for O=C1OC(Nc2ccc(F)c([N+](=O)[O-])c2)c2ccccc21 (stereo not drawn) ?
FadD28 binding: -1.6; UGM FP inh: -0.4; PfHsp40 yeast: -0.4; GDH-TPI counter: -2; Vc quorum ag: -0.9; FBA Mtb inh: 0; TcdB GH inh: 0.9; Yp Topo-I inh: 3

How did Cc1cc(C)nc(Sc2ncnc3c2oc2ccccc23)n1 do in these assays?
FadD28 binding: -1.8; UGM FP inh: 0.8; BioA inh: 0.3; PfHsp40 yeast: 0.2; GDH-TPI counter: 13; Vc quorum ag: inactive; FBA Mtb inh: 2; Yp Topo-I inh: -7

How did Cc1ccc2nc(N3CCN(S(=O)(=O)c4ccc(C)c(Cl)c4)CC3)c(C#N)cc2c1 do in these assays?
FadD28 binding: -1.0; UGM FP inh: 1.1; BioA inh: 0.6; PfHsp40 yeast: -0.8; GDH-TPI counter: 4; Vc quorum ag: inactive; FBA Mtb inh: 0; Yp Topo-I inh: 4

How did CCc1cc(OCCN(C)C)ccc1Cl do in these assays?
FadD28 binding: 0.4; UGM FP inh: 1.7; PfHsp40 yeast: -0.5; GDH-TPI counter: 3; Vc quorum ag: 4.7; FBA Mtb inh: 19; TcdB GH inh: 1.3; Yp Topo-I inh: 0

What do the screens show for `Cc1cccc(C(=O)N2CCC(Cc3ccccc3)CC2)c1[N+](=O)[O-]`?
FadD28 binding: -0.7; UGM FP inh: 1.5; PfHsp40 yeast: 4.4; GDH-TPI counter: -5; Vc quorum ag: -0.3; FBA Mtb inh: 2; Yp Topo-I inh: 33

What do the screens show for `CC1=NN(C(N)=S)C(=O)C1N=Nc1cc(Cl)ccc1Cl` (stereo not drawn)?
FadD28 binding: -1.0; UGM FP inh: 2.9; PfHsp40 yeast: -0.6; GDH-TPI counter: 7; Vc quorum ag: inactive; FBA Mtb inh: 2; TcdB GH inh: 0.2; Yp Topo-I inh: -8

How did CC(C)C[C@H]1CN=C(N(C)C)N1CC1CCCCCC1 do in these assays?
FadD28 binding: -1.9; UGM FP inh: 1.0; BioA inh: -1.9; PfHsp40 yeast: -0.5; GDH-TPI counter: 7; Vc quorum ag: -0.6; FBA Mtb inh: 4; TcdB GH inh: 1.0; Yp Topo-I inh: 6

Results for Cc1ccc(CNC(=O)c2ccc(Cn3nc(C)c(Cl)c3C)o2)cc1 ?
FadD28 binding: -4.8; UGM FP inh: -0.1; BioA inh: 0.0; PfHsp40 yeast: 154*; GDH-TPI counter: -5; Vc quorum ag: 6.2; FBA Mtb inh: 3; Yp Topo-I inh: 32

Results for COc1ccc(C(=O)NC(C(=O)NCC(=O)Nc2c(C)cccc2C)C(C)C)cc1 (stereo not drawn) ?
FadD28 binding: -0.8; UGM FP inh: 0.5; PfHsp40 yeast: -0.1; GDH-TPI counter: 0; Vc quorum ag: 2.9; FBA Mtb inh: 1; TcdB GH inh: 0.1; Yp Topo-I inh: -8

How did COc1ccc(CNC(=O)C[C@H]2C(=O)N(c3ccccc3)C[C@@H]2Cc2ccccc2)cc1 do in these assays?
FadD28 binding: -2.6; UGM FP inh: 3.5; BioA inh: 0.4; PfHsp40 yeast: 1.1; GDH-TPI counter: 1; Vc quorum ag: -0.6; FBA Mtb inh: 1; TcdB GH inh: 0.1; Yp Topo-I inh: 25

What do the screens show for `N#C/C(=C(/O)c1ccco1)c1nc2ccccc2[nH]1`?
FadD28 binding: -1.8; UGM FP inh: 1.0; PfHsp40 yeast: 0.6; GDH-TPI counter: 24; Vc quorum ag: -1.8; FBA Mtb inh: -4; TcdB GH inh: 1.0; Yp Topo-I inh: 2

Results for CCCCSc1nnc(NC(=O)CCc2ccccc2)s1 ?
FadD28 binding: -0.6; UGM FP inh: 1.8; BioA inh: -2.3; PfHsp40 yeast: 1.5; GDH-TPI counter: 4; Vc quorum ag: inactive; FBA Mtb inh: -4; Yp Topo-I inh: 6

What do the screens show for `C[C@H](CO)N1C[C@H](C)[C@@H](CN(C)CC2CC2)Oc2c(NS(=O)(=O)c3ccccc3)cccc2C1=O`?
FadD28 binding: -3.0; UGM FP inh: -2.7; BioA inh: 3.0&-1.1; PfHsp40 yeast: -1.3; GDH-TPI counter: 9; Vc quorum ag: inactive; FBA Mtb inh: -1; TcdB GH inh: 0.8&0.7; Yp Topo-I inh: -4

Results for Fc1ccc(NC(=S)Nc2ccc(Cl)cc2)cc1 ?
FadD28 binding: -4.1; UGM FP inh: -1.9; PfHsp40 yeast: 0.6; GDH-TPI counter: 6; Vc quorum ag: inactive; FBA Mtb inh: 3; TcdB GH inh: 1.0; Yp Topo-I inh: -4

What do the screens show for `CC(=O)OC1CCC2(C)C(CCC3C2CC(=NO)C2(C)C(C(C)OC(C)=O)CCC32)C1` (stereo not drawn)?
FadD28 binding: -1.7; PfHsp40 yeast: -1.4; GDH-TPI counter: 5; FBA Mtb inh: 1; TcdB GH inh: 0.7; Yp Topo-I inh: 34

What do the screens show for `COc1ccc(C(=O)N2CC(=O)Nc3ccccc32)cc1S(=O)(=O)N1CCCC1`?
FadD28 binding: 0.4; UGM FP inh: -0.8; PfHsp40 yeast: -0.3; GDH-TPI counter: 6; Vc quorum ag: -0.5; FBA Mtb inh: -4; TcdB GH inh: 0.3; Yp Topo-I inh: 1

How did Cc1c(CC(Cl)(Cl)Cl)c2c(n1O)CC(C)(C)CC2=O do in these assays?
FadD28 binding: -2.3; UGM FP inh: 1.2; PfHsp40 yeast: -1.1; GDH-TPI counter: -5; Vc quorum ag: inactive; FBA Mtb inh: 0; TcdB GH inh: 0.2; Yp Topo-I inh: -4

What do the screens show for `FC(F)(F)c1cnc2c(-c3ccc(Cl)cc3Cl)noc2c1`?
FadD28 binding: -0.3; UGM FP inh: 0.6; BioA inh: -0.1; PfHsp40 yeast: -1.6; GDH-TPI counter: 19; Vc quorum ag: -12; FBA Mtb inh: 1; Yp Topo-I inh: 3

Results for O=C(c1ccc([N+](=O)[O-])cc1)N1CCN(Cc2ccccc2)CC1 ?
FadD28 binding: -3.0; UGM FP inh: 4.3; BioA inh: 2.5; PfHsp40 yeast: 0.6; GDH-TPI counter: -5; Vc quorum ag: inactive; FBA Mtb inh: -4; Yp Topo-I inh: 2

Results for Cc1cccc(NC(=O)COc2coc(CN3CCN(c4ccccc4)CC3)cc2=O)c1 ?
FadD28 binding: -1.1; UGM FP inh: 2.9; PfHsp40 yeast: 1.2; GDH-TPI counter: 0; Vc quorum ag: -0.1; FBA Mtb inh: 1; TcdB GH inh: -1.4; Yp Topo-I inh: -3

The order is random, and some 4.6% of all compounds hit somewhere here.
